PTAP TSG101 blk = qHTS Assay for Iinhibitors of HIV-1 Budding by Blocking the Interaction of PTAP/TSG101. Tumor susceptibility gene 101 protein (Homo sapiens), Q99816. Fluorescence polarization, FITC-PTAP peptide / Tsg101 binding. Potency, µM (highest dose often 115 µM), for the others: top-dose activity change, negative = inhibition, usual class: inhibitors. 340,000 tested, under 10 active. AID 493005, 2010; active = well fitted inhibition curve with a large enough effect in the main read-out, with a control signal flat, not every such curve was filed as active; inconclusive = small, poorly fitted or top-dose-only effect, or effect the other way, or a change in a side signal; inactive = no such curve, though single readings can be large or run the other way; note: potency is the fitted concentration of half-maximal effect; % of control where 0% means no effect
Target sequence (Q99816 whole entry, looked up): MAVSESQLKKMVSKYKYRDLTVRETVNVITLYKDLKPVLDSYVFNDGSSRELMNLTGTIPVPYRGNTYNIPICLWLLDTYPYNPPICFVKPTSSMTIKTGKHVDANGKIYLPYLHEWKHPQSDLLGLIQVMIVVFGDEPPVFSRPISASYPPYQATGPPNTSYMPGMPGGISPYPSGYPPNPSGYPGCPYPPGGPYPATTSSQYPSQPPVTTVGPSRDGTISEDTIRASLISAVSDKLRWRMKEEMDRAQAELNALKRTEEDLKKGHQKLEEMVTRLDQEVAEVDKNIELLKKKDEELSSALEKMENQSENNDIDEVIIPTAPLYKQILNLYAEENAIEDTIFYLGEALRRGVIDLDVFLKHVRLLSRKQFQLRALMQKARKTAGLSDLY
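Fluorescence polarization binding of Tsg101 binding domain (10 uM final) to FITC-labeled PTAP peptide (50 nM final) in HEPES pH 7.5 buffer with NaCl, Tween 20, EDTA, TCEP. Compounds added before peptide; binding 20 min at RT.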
BRCA1 expr act = qHTS Assay to Identify Small Molecule Activators of BRCA1 Expression; MCF7-BRCA1-FFLuc reporter, luminescence, 48 h; response scale: scaled: vehicle 0%, 10 µM genistein 100%; Potency, µM (titrated, usually from 46.1 µM), for the others: at the highest dose activation, hits mostly activators; actives 1.1% (n = 380,000); AID 624202, 2012; note: potency is the fitted concentration of half-maximal effect; nearly all actives have a fitted effect of over 80% in size; some results filed as inactive show a strong effect at the top dose
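Luminescence from a BRCA1-driven firefly luciferase in MCF7 cells was read after 48 h compound exposure at 37 C. Data normalized against DMSO and a 10microM genistein activation control, then curve-fitted across the titration.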
TRPV1 agonist = HTS Assay for Compounds that Act as Agonists of the Vanilloid Receptor 1; activation, % at 8.33 µM; actives 0.19% (n = 320,000); TRPV1-expressing cells, Fluo-8 calcium influx, agonist mode; Transient receptor potential cation channel subfamily V member 1 (Homo sapiens), Q8NER1; in the data active = activation above about 80%; inconclusive = between about 30% and that limit; note: 0% is about no effect
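Fluo-8 calcium influx in TRPV1-expressing cells, kinetic read (ex 480/em 520 nm). Compound added and read 3 min for agonist activity, followed by capsaicin at EC20 final and 2 min further read for enhancement.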
ELG1 repair inh = qHTS screen for small molecules that inhibit ELG1-dependent DNA repair in human embryonic kidney (HEK293T) cells expressing luciferase-tagged ELG1 | actives 2.3% (n = 330,000) | AID 504467, 2011 | HEK293T ELG1-luciferase reporter, luminescence, 16 h; DNA damage induced by 5-fluorouridine | Potency, µM (series often up to 46.1 µM), inactives show top-dose activity change, negative = inhibition, hits mostly inhibitors; note: potency is the fitted concentration of half-maximal effect; % is set by controls: 0 for no effect and ±100 for the full control effect; nearly all actives have a fitted effect of over 55% in size
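Reporter activity after DNA damage by 5-fluorouridine is monitored. Compound-treated cells incubate 16 hr at 37 °C, then ONE-Glo is added for 30 min before luminescence reading.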
TCR activator = Activators of T cell receptors: qHTS campaign. primary human leukocytes, anti-CD3, IL-2 HTRF, 48 h. Potency, µM (series often up to 9.22 µM), for inactives: at the top dose activation of IL-2 secretion, actives largely listed as activators. 330,000 tested, under 10 active. AID 504894, 2011; note: % of control where 0% means no effect
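Activity was scored as IL-2 release from primary human leukocytes given only a TCR signal (a-CD3 beads) plus compound for 48 hr. Detection used a two-antibody HTRF format read at 665nm.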
a7 integrin act = qHTS for Activators of Integrin-Mediated Alleviation for Muscular Dystrophy | alpha7betagal myoblasts, beta-gal FDG fluorescence, 48 h | Potency, µM (highest dose often 38.3 µM), for inactives: at the highest dose activation, usual class: activators | actives 0.064% (n = 350,000);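 note: potency is the fitted concentration of half-maximal effect; 100% = response of the positive control SU9516; nearly all actives have a fitted effect of over 60% in size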
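Alpha7betagal+/- myoblasts (passage 13) were plated 16-24 hr, then exposed to compounds (1:260 dilution of DMSO stock) for 48 hours at 37C. After MPER lysis, β-galactosidase reporter activity was read as FDG fluorescence (ex 480/em 540) after 30 minutes.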
p53 reactivation = qHTS assay for re-activators of p53 using a Luc reporter; H1299 p53-A138V BP100-luciferase reporter, luminescence, 24 h; Potency, µM (highest dose often 92.2 µM), for inactives: at the highest dose activity change, positive = activation, actives largely listed as activators; actives 0.063% (n = 320,000); note: potency is the fitted concentration of half-maximal effect; % of control where 0% means no effect; nearly all actives have a fitted effect of over 45% in size
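H1299 (p53-null), stable ts p53-A138V + BP100-Luc; 1000 cells/well, Opti-MEM/10% FBS; cpd 4 pt, 1:5; 24 h, 37 deg C, 5% CO2; detection reagent 10 min RT; luminescence.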
MLL CXXC-DNA inh = qHTS Fluorescence Polarization Assay for Inhibitors of MLL CXXC domain - DNA interaction; Potency, µM (titrated, usually from 115 µM), for inactives: at the top dose activity change, negative = inhibition, actives largely listed as inhibitors; AID 2662, 2010; Histone-lysine N-methyltransferase 2A (Homo sapiens), Q03164; actives 0.037% (n = 290,000); MLL-CXXC / FITC-HOXA9 DNA fluorescence polarization; active = well fitted inhibition curve with a large enough effect in the polarisation, with a control signal flat, not every such curve was filed as active; inconclusive = small, poorly fitted or top-dose-only effect, or effect the other way, or a change in a side signal; inactive = no such curve, though single readings can be large or run the other way; the % refers to the polarisation; note: potency is the fitted concentration of half-maximal effect
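Purified MLL-CXXC (added from a 7 uM solution) was preincubated 5 min at ambient with pinned compounds in 50 mM Tris-HCl pH 7.5, 50 mM NaCl, 1 mM DTT, 0.05% BSA. Fluorescein-labeled HOX-A9 DNA (50 nM solution) followed, 30 min, then polarization read.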
AT treatment = qHTS Assay for Identifying a Potential Treatment of Ataxia-Telangiectasia; actives 0.19% (n = 320,000); Potency, µM (series often up to 57.5 µM), for inactives: at the highest dose activation, actives largely listed as activators; […] A-T fibroblasts, KAP-1 phosphorylation AlphaLISA; neocarzinostatin DNA damage 30 min before lysis; AID 485349, 2010; note: potency is the fitted concentration of half-maximal effect; % of control where 0% means no effect; nearly all actives have a fitted effect of over 45% in size
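hTERT-immortalized A-T patient fibroblasts ([…]), 500 cells/well in OPTI-MEM, 1% FBS, got compounds for 60 min, then NCS for 30 min at 37C. Lysates were then assayed for phospho-KAP-1 by AlphaLISA (anti-pKAP1 donor, anti-KAP1 acceptor beads), 6 hr at 25C.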
B2AR arrestin = qHTS assay of beta-arrestin-biased ligands of beta2-adrenergic receptor; beta-arrestin recruitment to beta2AR, cell-based reporter; Potency, µM (highest dose often 46.1 µM), for the others: at the highest dose activation, usual class: activators; AID 492947, 2010; actives 0.02% (n = 330,000); Beta-2 adrenergic receptor (Homo sapiens), P07550;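 note: potency is the fitted concentration of half-maximal effect; 0% = DMSO controls and full agonism = EC100 isoproterenol or metaproterenol; nearly all actives have a fitted effect of over 65% in size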
Target sequence (P07550 whole entry, looked up): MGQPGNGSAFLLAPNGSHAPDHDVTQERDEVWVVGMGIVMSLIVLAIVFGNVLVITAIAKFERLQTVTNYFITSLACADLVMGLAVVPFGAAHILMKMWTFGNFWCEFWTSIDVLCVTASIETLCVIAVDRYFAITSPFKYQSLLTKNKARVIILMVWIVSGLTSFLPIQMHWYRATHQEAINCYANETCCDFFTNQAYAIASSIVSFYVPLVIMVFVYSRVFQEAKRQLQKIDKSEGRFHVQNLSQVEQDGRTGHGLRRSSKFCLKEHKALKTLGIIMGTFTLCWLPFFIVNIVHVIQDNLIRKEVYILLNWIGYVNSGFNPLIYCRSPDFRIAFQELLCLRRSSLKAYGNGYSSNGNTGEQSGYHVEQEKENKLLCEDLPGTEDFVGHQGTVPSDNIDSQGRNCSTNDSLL
* marks the source's active call; other numbers are inactive results; ? = inconclusive; · = no result given; [ ] = another dose, or the depositor's remark. Unless noted, calls come from the whole dose curve; as a rule, active = well fitted curve in the direction sought with a large enough effect; inconclusive = small, poorly fitted or top-dose-only effect, or another doubt; inactive = no such curve, though single readings can be large; an effect the other way counts as inactive or inconclusive. Compounds were not picked by outcome; any-hit rate near 3.8%.

1) CCOc1ccc(NC(=O)CCN2CCN(c3ccccc3F)CC2)cc1
2) C=CCNc1sc(C(=O)c2ccccc2)c(N)c1C#N
3) Nc1ccc(-c2cc(-c3cccc(N)c3)nc(-c3ccccc3)n2)cc1
4) COc1ccc(-c2cc(=O)oc3cc(OCc4nn[nH]n4)ccc23)cc1
5) C=CCC1(C)C(=O)N(c2ccccc2)c2ccccc21 (stereo unspecified)
6) CC(C)N1CCN(C2CSCCSC2)CC1CCO (stereo unspecified)
7) O=C(OC1CCc2ccccc2C1=O)c1ccccc1O (stereo unspecified)
8) COc1cccc(C(=O)Nc2ccc3c(C)cc(=O)oc3c2)c1
9) CCCCOc1ccc(NC(=O)Cn2c(=O)ccc3c(C)cc(C)nc32)cc1
10) C=CCN1C(=O)C(Cc2ccc(OC)cc2)SC1=Nc1ccc(C(=O)O)cc1 (stereo unspecified)

assay / compound	1	2	3	4	5	6	7	8	9	10
PTAP TSG101 blk	-5%	-3%	-2%	-2%	-1%	-7%	-10%	-5%	-1%	-1%
BRCA1 expr act	-35%	-13%	6%	3%	8%	0%	8%	?	-24%	3%
TRPV1 agonist	27	20	1	3	21	2	9	-6	1	-1
ELG1 repair inh	?	-19%	?	-14%	-9%	18%	-3%	?	-23%	15%
TCR activator	-4%	1%	3%	2%	0%[46.1 µM]	7%	-3%	-8%	-3%[46.1 µM]	1%[46.1 µM]
a7 integrin act	0%	-9%	-45%	6%	23%	5%	-25%	33%	3%	8%
p53 reactivation	-4%	3%	-7%	3%	1%	2%	-24%	27%	-6%	-2%
MLL CXXC-DNA inh	3%	2%	17%	3%	-2%	-3%	1%	17%	-5%	-1%
AT treatment	·	2%	23%	2%	5%	9%	5%	12%	6%	7%
B2AR arrestin	-0.8%	-0.3%	-0.5%	0.0%	-0.7%	-0.2%	-0.1%	0.5%	-0.4%	-0.1%

11) Cc1cc(C(=O)Nc2ccon2)ccc1[N+](=O)[O-]
12) Cc1cc2cc(CNC(=O)c3ccc4c(c3)OCO4)ccc2n1C
13) O=C(NCc1ccc(-n2cccc2)cc1)c1cccc(F)c1
14) O=S(=O)(NCc1ccccc1)c1cccc2cccnc12
15) CCOc1ccc(NS(=O)(=O)c2cc(C)c(C)cc2C)cc1
16) COc1ccc(NC(=S)NC(=O)Cc2ccccc2)c(OC)c1
17) Cc1ccccc1-n1cnnc1SCC(=O)N1CCN(c2ccccc2)CC1
18) O=C(Nc1ccc(N2CCOCC2)cc1)c1cccc(-n2cnnc2)c1
19) Cc1cc(C(=O)NCCc2ccc(Cl)cc2)c2ccccc2n1
20) O=C(NC(=S)Nc1ccccc1Br)c1ccco1

assay / compound	11	12	13	14	15	16	17	18	19	20
PTAP TSG101 blk	-2%	-5%	-2%	0%	-2%	-2%	-1%	-1%	0%	-12%
BRCA1 expr act	0%	-1%	-1%	4%	2%	-45%	4%	17%	-24%	13µM*
TRPV1 agonist	·	1	-3	0	8	20	-1	2	-4	10
ELG1 repair inh	·	?	-6%	-6%	1%	?	-3%	12%	-7%	?
TCR activator	4%	·	-1%	-2%	-4%	2%	1%	7%	5%	1%
a7 integrin act	16%	-4%	12%	14%	0%	0%	0%	4%	-24%	18%
p53 reactivation	·	0%	-2%	3%	-1%	·	-2%	-7%	-3%	?
MLL CXXC-DNA inh	·	?	2%	1%	-22%	-3%	-9%	6%	-3%	9%
AT treatment	·	-2%	2%	-2%	0%	15%	-8%	10%	18%	-1%
B2AR arrestin	·	-0.4%	0.1%	-0.1%	-0.3%	-0.1%	0.2%	-0.1%	0.1%	0.2%

21) COc1ccc(S(=O)Cc2ccc(C(=O)NC3CC3)o2)cc1 (stereo unspecified)
22) CCN(CC(=O)Nc1ccc(Cl)c(S(=O)(=O)N(C)C)c1)CC(=O)NC(C)C
23) CC(=O)[C@H]1CC[C@H]2[C@@H]3CC=C4C[C@@H](O)CC[C@]4(C)[C@H]3CC[C@]12C
24) O=C(Nc1ccc2c(c1)OCCO2)c1cc2sccc2n1Cc1ccc(F)cc1
25) Cc1ccc(C(=O)NNC(=O)CSc2nnc3c(n2)[nH]c2ccc(C)cc23)cc1
26) COc1ccc(NC(C)=O)cc1NC(C)C(=O)Nc1ccc(S(=O)(=O)N2CCCCC2)cc1 (stereo unspecified)
27) CCSc1nc(C2CC2)cc(-c2ccco2)c1C#N
28) OCC[C@H]1C[C@@H](O)[C@H](O)[C@@]2(OCc3ccccc32)O1
29) CCOc1ccc(-n2nc3c(Cl)nnc(C)c3c2C)cc1
30) COC(=O)c1scc(C)c1NC(=O)CC1NCCNC1=O (stereo unspecified)

assay / compound	21	22	23	24	25	26	27	28	29	30
PTAP TSG101 blk	-3%	-1%	-4%	-1%	-3%	-1%	-4%	-5%	-1%	-4%
BRCA1 expr act	-7%	-32%	24%	-13%	-1%	-30%	-29%	1%	-11%	1%
TRPV1 agonist	3	2	-4	12	2	-3	16	1	0	-2
ELG1 repair inh	0%	1%	15%	?	27%	5%	-2%	2%	-9%	-7%
TCR activator	0%	8%	6%	2%	2%	-5%	-6%	-2%	1%[46.1 µM]	-2%
a7 integrin act	-15%	-15%	-14%	5%	19%	10%	11%	8%	-4%	-30%
p53 reactivation	2%	-2%	2%	7%	6%	-3%	2%	0%	-1%	-3%
MLL CXXC-DNA inh	-11%	0%	·	29%	57%[activator]	·	1%	·	8%	-2%
AT treatment	2%	2%	1%	1%	2%	-1%	18%	25%	-19%	12%
B2AR arrestin	-0.3%	-0.1%	-1.4%	0.8%	-0.1%	-0.1%	0.3%	0.1%	-0.6%	0.4%

Some of these compounds in order of number of heavy atoms, low to high:
27) CCSc1nc(C2CC2)cc(-c2ccco2)c1C#N
29) CCOc1ccc(-n2nc3c(Cl)nnc(C)c3c2C)cc1
21) COc1ccc(S(=O)Cc2ccc(C(=O)NC3CC3)o2)cc1 (stereo unspecified)

assay / compound	27	29	21
PTAP TSG101 blk	-4%	-1%	-3%
BRCA1 expr act	-29%	-11%	-7%
TRPV1 agonist	16	0	3
ELG1 repair inh	-2%	-9%	0%
TCR activator	-6%	1%[46.1 µM]	0%
a7 integrin act	11%	-4%	-15%
p53 reactivation	2%	-1%	2%
MLL CXXC-DNA inh	1%	8%	-11%
AT treatment	18%	-19%	2%
B2AR arrestin	0.3%	-0.6%	-0.3%

An excerpt from above, reduced to PTAP TSG101 blk:
# | SMILES | PTAP TSG101 blk
2 | C=CCNc1sc(C(=O)c2ccccc2)c(N)c1C#N | -3%
3 | Nc1ccc(-c2cc(-c3cccc(N)c3)nc(-c3ccccc3)n2)cc1 | -2%
4 | COc1ccc(-c2cc(=O)oc3cc(OCc4nn[nH]n4)ccc23)cc1 | -2%

(next part)
31) CC(C)NC(=O)/C(C#N)=C\c1ccc(N(C)C)o1
32) CC(=O)c1ccc(Oc2cc(C)nc(-n3nc(C)cc3C)n2)cc1
33) COc1ccc(C(=O)Nc2ccc(N3CCCC3)cc2)cc1OC
34) COc1cc(Cl)ccc1OCc1cc(C(=O)NCCCN2CCCC2=O)no1
35) CCC(C(=O)N1CCOCC1)n1nc(C)n2c(cc3cc(C)ccc32)c1=O (stereo unspecified)
36) COc1ccc(S(=O)(=O)Cc2ccc(C(=O)O)o2)cc1
37) O=C(Nc1ccccc1)c1ccc(-c2ccc(Br)cc2)o1
38) COc1ccc(/C=C/C(=O)c2ccc(NC3=NCCCS3)cc2)cc1OC
39) CCc1cc2c(=O)n(CC(C)C)cnc2s1

assay / compound	31	32	33	34	35	36	37	38	39
PTAP TSG101 blk	?	-1%	-7%	-3%	-7%	-3%	-3%	-2%	-4%
BRCA1 expr act	50%	-58%	51%	18%	-11%	0%	45%	-26%	11µM*
TRPV1 agonist	?	18	13	1	11	0	?	3	0
ELG1 repair inh	?	-6%	?	6%	2%	-3%	?	0%	?
TCR activator	12%	0%	7%	1%	7%	2%	-8%[46.1 µM]	1%	-1%[46.1 µM]
a7 integrin act	-119%[inhibitor]	-5%	21%	6%	?	?	?	-15%	1%
p53 reactivation	-4%	1%	-14%	5%	3%	1%	?	-10%	?
MLL CXXC-DNA inh	17%	1%	·	-7%	-12%	14%	3%	0%	2%
AT treatment	-1%	-8%	-2%	9%	1%	7%	7%	21%	2%
B2AR arrestin	0.3%	7.4%	0.1%	-0.2%	-0.5%	-0.9%	0.4%	-0.2%	0.3%

Screening data: PubChem BioAssay, National Center for Advancing Translational Sciences (NCATS)
